Bioassay records: PubChem BioAssay, several laboratories
NR2E3 ag-1: NR2E3 (human) agonism; AID 2300; inhibition of corepressor binding, % at 4.78 µM; Q9Y5X4; GST-NR2E3/biotin-RetCOR TR-FRET, 1536-well; 0.12% of 320,000 active;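 active means percent inhibition above the cutoff of mean plus 3 SD of all tested compounds, set per screening campaign, cut at about 20% in these data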;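 further: 0% = DMSO wells and 100% = biotin wells as full block of FRET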
Target sequence (Q9Y5X4 whole entry, looked up): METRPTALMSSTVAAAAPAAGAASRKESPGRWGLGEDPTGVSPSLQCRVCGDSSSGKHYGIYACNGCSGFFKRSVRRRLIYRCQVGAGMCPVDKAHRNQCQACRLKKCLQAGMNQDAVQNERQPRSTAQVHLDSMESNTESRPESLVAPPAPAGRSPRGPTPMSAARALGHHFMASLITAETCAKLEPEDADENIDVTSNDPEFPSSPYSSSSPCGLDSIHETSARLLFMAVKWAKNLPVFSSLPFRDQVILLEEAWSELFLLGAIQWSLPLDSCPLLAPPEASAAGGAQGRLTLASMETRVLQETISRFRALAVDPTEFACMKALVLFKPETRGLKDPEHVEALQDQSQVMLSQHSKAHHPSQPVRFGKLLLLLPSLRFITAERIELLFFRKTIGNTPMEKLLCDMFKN
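Test system – NR2E3–RetCOR corepressor complex · Quantity – NR2E3 fusion 1.35 nM · Buffer or medium – Tris pH 7.5 · Incubation – Compound–protein incubation for 5 h at 4 °C · Technique – TR-FRET, Eu(K)-anti-GST donor, streptavidin-D2 acceptor, ex 340, em 617/671 nm · Evaluation – percent inhibition of 671/617 nm emission ratio versus biotin and DMSO controls · Plate – 1536-well format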
Peg3 prom inh: inhibitors of Peg3 promoter; 1.7% of 360,000 active; HeLa PEG-Prom luciferase reporter, luminescence, overnight; inhibition, % at 20 µM; AID 588405;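 active means inhibition of at least 50% at 20 µM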
CF NFkB inh: blocks PAF-induced NF-kB reporter in cystic fibrosis cells; KKLEB NF-kB-GFP reporter, GFP fluorescence overnight; inhibition, % at 5 µM; 0.86% of 360,000 active; AID 588850;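 active means at least 50% inhibition at 5 µM, scaled per plate between neutral and stimulator controls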;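 further: PAF is a Pseudomonas aeruginosa culture filtrate used as stimulus; plate controls were PAF-stimulated DMSO wells for no effect and unstimulated DMSO wells for full effect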
HIF-2a inh: blocks HIF-2a reporter activity. 786-0 RCC cells HIF-2a reporter, luciferase luminescence, overnight. AID 624352. inhibition, % at 18.8 µM. 0.72% of 360,000 active;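 active means inhibition of the luminescence signal of 40% or more relative to plate controls, in a single-dose primary screen at 18.75 µM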
TROY NFkB inh: blocks TROY-dependent signaling in reporter cells; Q293 LMP1-TROYcd NF-kB luciferase reporter, 4 h; inhibition, % at 10 µM; 0.98% of 360,000 active; AID 1347056;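 active means compounds whose plate-normalised and pattern-corrected inhibition of the luciferase reporter signal at the single screening dose is 50% or more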
TWEAK-Fn14 inh: blocks TWEAK-Fn14 interaction in a reporter cell assay | 2% of 360,000 active | TWEAK-stimulated Fn14 reporter cells, luciferase luminescence, 8 h | AID 1159606 | inhibition, % at 10 µM; in the data active means inhibition above about 50%
C8 TRAIL sens: sensitizes caspase-8 expressing cells to TRAIL; 1% of 360,000 active; inhibition (viability loss, TRAIL sensitization), % at 10 µM; NB7+C8 cells + TRAIL, ATPlite viability luminescence; AID 624354;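 active means compounds causing at least 50% loss of cell viability in the single-dose screen, relative to plate controls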
MITF TRPM1 inh: MITF TRPM1 promoter inhibition in SK-MEL-5 cells; SK-MEL-5 TRPM1 promoter luciferase, 24 h; inhibition, % at 12.5 µM; 0.83% of 330,000 active;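 active means mean inhibition across replicates of 60% or more, whatever share of single replicates reaches that level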; further: values of inactives mirror those of a sister screen read the other way
KKLEB tox: CF airway cell cytotoxicity counter-screen; KKLEB CF airway cells viability, ATPlite luminescence, overnight; active compounds read low; cells stimulated with P. aeruginosa culture filtrate; activity change (cytotoxicity), % at 5 µM; 0.36% of 360,000 active; AID 602141;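 active means corrected activity change at or below -50% at 5 µM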
Shn3 inh set2: reduces Shn3 3'UTR luciferase signal in osteoblasts; inhibition, % at 12.5 µM; Clone20 osteoblast Shn3 3'UTR firefly luciferase, 24 h; 0.52% of 360,000 active;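 active means mean inhibition of at least 75% with every replicate also reaching 75%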;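 further: 0% = median of neutral control wells and 100% = pilot-screen positive control compound; some compounds past the cut are filed as inactive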
NR2E3 ag-2: agonists of human NR2E3 nuclear receptor. AID 602229. Q9Y5X4. 0.35% of 360,000 active. CHO-S Gal4-NCOR/VP16-NR2E3 two-hybrid, luciferase. inhibition of corepressor binding, % at 3.98 µM;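 active means inhibition above the mean of all tested compounds plus 3 SD, cut at about 70% in these data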;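 further: 0% = DMSO with NR2E3 transfected cells and 100% = cells lacking NR2E3 construct; higher means lower luciferase signal from less NR2E3 corepressor binding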
Numbers without * were called inactive; · = not tested or not shown. Not all compounds are listed (hit frequency here may not be typical).

SMILES	NR2E3 ag-1	Peg3 prom inh	CF NFkB inh	HIF-2a inh	TROY NFkB inh	TWEAK-Fn14 inh	C8 TRAIL sens	MITF TRPM1 inh	KKLEB tox	Shn3 inh set2	NR2E3 ag-2
CCN1C(C#N)=C(C#N)N=C(C)CC1(C)C	0	23	-10	11	-6	31	-6	1	0	-1	-14
O=c1[nH]c2sc3c(c2c(=O)n1Cc1ccccc1)CCC3	-1	7	9	14	9	3	-13	1	-5	8	10
O=C(O)CCNc1nc(-c2ccccc2)nc2ccccc12	-1	-4	3	-2	-1	11	5	3	0	4	-4
CCCCc1ccc(S(=O)(=O)Nc2nnc(C)s2)cc1	7	18	7	19	-5	-4	-4	4	-8	-4	14
O=C(Cc1ccc(F)cc1)Nc1cccc(-c2cn3c(n2)SCC3)c1	3	-20	-1	-17	-4	-8	4	-3	0	-4	-11
CCOC(=O)c1coc(CNC(=O)c2c(C)oc3c2CCCC3)c1	1	11	-14	17	-6	27	0	-7	5	-5	-33
CS(=O)(=O)N(Cc1ccccc1)c1ccc(C(=O)N2CCN(c3cccc(Cl)c3)CC2)cc1	2	-2	-3	-119	-4	8	20	-23	-9	28	-49
COc1cc(NC(=O)Nc2nc(C(N)Cc3ccc(C(F)(F)F)cc3)cs2)cc(OC)c1OC (stereo not given)	·	92*	-1	2	14	5	53*	·	2	28	-6
O=C(CSc1nc(-c2ccccc2)c(-c2ccccc2)[nH]1)NCc1ccco1	-1	28	-3	1	-11	17	7	7	-3	3	-10
COc1ccc(S(=O)(=O)N2CCCCC2)cc1NC(=O)c1ccc(N2CCCC2=O)cc1	2	10	0	15	2	7	2	2	-45	10	1
O=C(Nc1ccc(Nc2ccccc2)cc1)c1ccc(Cl)cc1Cl	1	-22	-49	-50	48	4	-13	·	20	6	11
COc1cccc(-n2nnc3c(=O)n(CC(=O)Nc4ccccc4C)cnc32)c1	5	3	-13	12	12	1	15	·	0	9	-3
CCC(=O)NC(c1ccco1)c1cc(Cl)c2ccccc2c1O (stereo not given)	3	16	13	4	15	21	-3	5	-1	-15	-6
Cc1ccc(-c2onc3ccc(C4(C)OCCO4)cc23)cc1	2	-88	4	-106	-39	-17	14	5	7	-23	-67
Brc1ccc(NCc2cccc3ccccc23)nc1	1	-53	-21	-126	-28	-10	3	-27	1	-3	-36
O=C(c1ccccc1Cl)N1CCN(c2ncccn2)CC1	-3	2	-10	16	-14	-19	-9	·	8	-2	7
COc1ccccc1NC(=S)N1CCN(C(=O)c2ccco2)CC1	1	-9	-10	8	7	6	-4	-4	4	0	-8
CCOc1ccc(CN(C)C(=O)c2ccc(NS(=O)(=O)c3ccc4[nH]c(=O)[nH]c4c3)cc2)cc1	1	-11	3	-3	-8	1	-7	-14	-9	-13	-4
O=C(c1ccccc1)c1ccccc1NC(=O)C1CCCN1Cc1ccccc1 (stereo not given)	2	26	-1	15	-11	3	3	5	-28	5	8
COC(=O)c1cccc(NC(=O)CSc2nnc(C)n2C)c1	-4	7	-7	6	-33	14	-2	-5	9	-3	-8
CC(=O)c1cc(CN2CCN(Cc3ccc(C)cc3)C(CCO)C2)cs1 (stereo not given)	2	6	10	12	9	-3	11	1	5	3	3
CCOC(=O)C1=C(COC(=O)[C@@H]2CCCN2S(=O)(=O)c2ccc(C)cc2)NC(=O)NC1C (stereo not given in full)	-1	9	0	5	-3	-1	8	-15	2	-16	1
Cc1cccc(NC(=S)N(CCN2CCOCC2)Cc2cc3cc4c(cc3[nH]c2=O)OCCO4)c1	1	28	-10	8	73*	67*	-10	4	-2	23	8
COC(=O)C1CCN(C(=O)c2ccc(Cl)c(S(=O)(=O)NCc3ccco3)c2)CC1	·	-10	12	6	11	-3	-4	·	-4	3	10
O=C(Nc1ccc2oc(=O)ccc2c1)c1ccc2ccccc2c1	7	-66	-24	-165	-31	-4	7	-46	6	-13	-45

Full records, quoted from the list. Screens in order: NR2E3 ag-1	Peg3 prom inh	CF NFkB inh	HIF-2a inh	TROY NFkB inh	TWEAK-Fn14 inh	C8 TRAIL sens	MITF TRPM1 inh	KKLEB tox	Shn3 inh set2	NR2E3 ag-2
CCC(=O)NC(c1ccco1)c1cc(Cl)c2ccccc2c1O (stereo not given) across the screens: 3	16	13	4	15	21	-3	5	-1	-15	-6
O=C(O)CCNc1nc(-c2ccccc2)nc2ccccc12 across the screens: -1	-4	3	-2	-1	11	5	3	0	4	-4

(continued)
SMILES	NR2E3 ag-1	Peg3 prom inh	CF NFkB inh	HIF-2a inh	TROY NFkB inh	TWEAK-Fn14 inh	C8 TRAIL sens	MITF TRPM1 inh	KKLEB tox	Shn3 inh set2	NR2E3 ag-2
COC(=O)CCn1[nH]c(=O)c2ccccc2c1=O	-1	0	-10	6	1	-11	0	4	15	-9	-23
CCOC(=O)C1CCCN(C(=O)c2cncc(Br)c2)C1 (stereo not given)	0	1	5	16	11	-3	6	-8	-2	-7	-25
NC(=O)COc1ccc(/C=N/NS(=O)(=O)c2ccccc2)cc1	0	4	-7	16	-27	-13	-7	-2	1	21	-19
O=C1CC2(CCCCC2)CC(=O)N1CCc1ccccc1	·	-62	-35	-103	-48	-6	5	-23	10	-6	-23
O=C(O)c1ccc2oc(=O)c(S(=O)(=O)c3ccc(F)cc3)cc2c1	-3	5	6	20	-9	18	-5	8	-9	12	-31
Cc1ccccc1OCC(=O)Nc1nnc(-c2ccco2)s1	-1	-8	-17	-1	-10	7	-17	-17	2	0	10
Cc1ccc(C)c(CSc2ncccc2C(=O)O)c1	2	8	-4	5	-2	11	-14	-4	-6	10	-8
S=C(Nc1cc(Cl)cc(Cl)c1)N1CCN(c2ccccn2)CC1	·	21	28	-28	19	33	0	9	-8	10	3
Cc1nn(C(C)C(=O)NCCC2=CCCCC2)c(=O)c2nn(-c3ccccc3)c(C)c12 (stereo not given)	-2	-43	-1	-58	-47	-18	7	-13	13	12	-48
CC(C)c1ccc(NC(=O)c2cc(S(=O)(=O)N3CCCCC3)c[nH]2)cc1	-1	2	-16	4	3	-13	0	·	4	-15	2
Cc1ccc(C(C(=O)NC2CCCCC2)N2CCC3(CC2)OCCO3)cc1 (stereo not given)	1	7	-12	12	-1	1	-19	-1	2	-3	-15
O=C(c1ccc(Cl)cc1)c1cnc2ccccn12	6	-229	-4	-272	-100	-19	-12	-55	4	-66	-39
O=C(c1ccccc1)N1CCN(CCc2ccccn2)CC1	1	7	17	11	5	0	-9	5	-9	10	-25
CC(SC1=NCCS1)C(=O)Nc1nnc(-c2ccc(Cl)cc2)s1 (stereo not given)	-3	-127	26	-136	-14	-19	28	-41	-4	2	-66
O=C(COC(=O)CNC(=O)c1ccccc1F)Nc1ccc(Cl)cn1	·	7	31	6	3	-3	17	0	-8	4	10
Cc1ccc(S(=O)(=O)N2CCC(C(=O)NCC3CCCO3)CC2)cc1 (stereo not given)	4	4	7	14	-8	2	4	8	3	-18	10
Cc1ccccc1NC(=O)N(C(C)C)C(C)C	-1	12	8	4	-1	7	-8	0	2	0	-4
CCOC(=O)C1=C(C)N(Cc2ccccc2)C(=O)NC1c1ccccc1OS(=O)(=O)c1ccccc1[N+](=O)[O-] (stereo not given)	3	15	1	-3	-8	42	9	31	-9	14	-10
O=C(C1CC1)N1CCN=C1SCc1ccc(Cl)cc1	0	8	1	2	3	1	-5	-1	1	-1	-9
CCNC(=O)CN(C1CCCCC1)S(C)(=O)=O	-2	4	10	11	-7	0	34	-4	8	11	24

As entered above.
CC(SC1=NCCS1)C(=O)Nc1nnc(-c2ccc(Cl)cc2)s1 (stereo not given) – MITF TRPM1 inh: -41
S=C(Nc1cc(Cl)cc(Cl)c1)N1CCN(c2ccccn2)CC1 – MITF TRPM1 inh: 9

In the list so far, these contain a Cl atom:
SMILES	NR2E3 ag-1	Peg3 prom inh	CF NFkB inh	HIF-2a inh	TROY NFkB inh	TWEAK-Fn14 inh	C8 TRAIL sens	MITF TRPM1 inh	KKLEB tox	Shn3 inh set2	NR2E3 ag-2
CS(=O)(=O)N(Cc1ccccc1)c1ccc(C(=O)N2CCN(c3cccc(Cl)c3)CC2)cc1	2	-2	-3	-119	-4	8	20	-23	-9	28	-49
O=C(Nc1ccc(Nc2ccccc2)cc1)c1ccc(Cl)cc1Cl	1	-22	-49	-50	48	4	-13	·	20	6	11
CCC(=O)NC(c1ccco1)c1cc(Cl)c2ccccc2c1O (stereo not given)	3	16	13	4	15	21	-3	5	-1	-15	-6
O=C(c1ccccc1Cl)N1CCN(c2ncccn2)CC1	-3	2	-10	16	-14	-19	-9	·	8	-2	7
COC(=O)C1CCN(C(=O)c2ccc(Cl)c(S(=O)(=O)NCc3ccco3)c2)CC1	·	-10	12	6	11	-3	-4	·	-4	3	10
S=C(Nc1cc(Cl)cc(Cl)c1)N1CCN(c2ccccn2)CC1	·	21	28	-28	19	33	0	9	-8	10	3
O=C(c1ccc(Cl)cc1)c1cnc2ccccn12	6	-229	-4	-272	-100	-19	-12	-55	4	-66	-39
CC(SC1=NCCS1)C(=O)Nc1nnc(-c2ccc(Cl)cc2)s1 (stereo not given)	-3	-127	26	-136	-14	-19	28	-41	-4	2	-66
O=C(COC(=O)CNC(=O)c1ccccc1F)Nc1ccc(Cl)cn1	·	7	31	6	3	-3	17	0	-8	4	10
O=C(C1CC1)N1CCN=C1SCc1ccc(Cl)cc1	0	8	1	2	3	1	-5	-1	1	-1	-9
